Compound activity: PubChem BioAssay, National Center for Advancing Translational Sciences (NCATS)
aSyn yeast inh – alpha-synuclein toxicity inhibition in yeast; Potency, µM (top dose mostly 46.1 µM), without a hit: top-dose growth rescue (activation), hits mostly activators; Yeast expressing alpha-synuclein, growth rescue, BacTiter-Glo, 24 h; 370,000 compounds, 0.14% hits; AID 652106; also: potency is read from the fitted curve at half-maximal effect; % of control where 0% means no effect; nearly all actives have a fitted effect of over 65% in size
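Galactose-induced alpha-syn yeast (OD600=0.02, raffinose-pregrown) + pinned cpd, 24 hr, 30 deg C; growth by BacTiter-Glo luminescence. Growth restoration scores as activation.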
TDP-43 yeast inh – TDP-43 toxicity inhibition in yeast | TDP-43 expressing yeast growth rescue, BacTiter-Glo, 24 h | Potency, µM (highest dose often 46.1 µM), for the others: at the highest dose growth rescue (activation), hits mostly activators | 410,000 compounds, 1.8% hits | AID 652104; also: potency is read from the fitted curve at half-maximal effect; % of control where 0% means no effect; nearly all actives have a fitted effect of over 50% in size
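Yeast expressing TDP-43 (pregrown in raffinose, seeded at OD600=0.02 in galactose medium) exposed to compounds 24 hr at 30 deg C. Growth read by BacTiter-Glo luminescence; rescue of toxicity appears as increased signal.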
GLP-1R inv ag – inverse agonists of human GLP-1 receptor. HEK293 GLP-1R CRE-luciferase, luminescence, 24 h; GLP-1R form is constitutively active. Potency, µM (doses to about 38.3 µM), without a hit: at the top dose activity change, negative = inhibition, actives largely listed as inhibitors. 410,000 compounds, 1.6% hits. AID 624417; also: potency is read from the fitted curve at half-maximal effect; % is scaled to controls: 0 for no effect and ±100 for the full control effect; nearly all actives have a fitted effect of over 55% in size
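GLP-1R inverse agonism mode: basal reporter luminescence in engineered HEK293 cells measured after one day of compound exposure at 37 deg C, with a 12 min room-temperature detection step.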
GLP1R cytotox – cytotoxicity counter-screen for GLP-1 receptor inverse agonists. HEK293 cAMP-luciferase reporter cells, luminescence, 24 h. Potency, µM (top dose mostly 38.3 µM), for the others: top-dose activity change, negative = inhibition, actives largely listed as inhibitors. 410,000 compounds, 0.13% hits;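 also: loss of luciferase light is scored as toxicity; potency is read from the fitted curve at half-maximal effect; % is scaled to controls: 0 for no effect and ±100 for the full control effect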
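Quantitative HTS format, 1536 wells, 200 cells/uL seeded. Compounds: 23 nL, 24 h, 37 °C. Detection: luciferase reagent, luminescence at 12 min RT; decreased signal taken as cytotoxic.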
D3 antag – D3 dopamine receptor (human) antagonism; P35462; max response, negative = inhibition, %; 360,000 compounds, 2.5% hits; D3R cells, DiscoveRx beta-arrestin luminescence, antagonist mode; active compounds read low; in the data active = max response below about -50%; inconclusive = no clear call, values can overlap the other calls; also: % is scaled to controls: 0 for no effect and ±100 for the full control effect; mostly tested at two doses, the higher about 12 µM
Target sequence (P35462 whole entry, looked up): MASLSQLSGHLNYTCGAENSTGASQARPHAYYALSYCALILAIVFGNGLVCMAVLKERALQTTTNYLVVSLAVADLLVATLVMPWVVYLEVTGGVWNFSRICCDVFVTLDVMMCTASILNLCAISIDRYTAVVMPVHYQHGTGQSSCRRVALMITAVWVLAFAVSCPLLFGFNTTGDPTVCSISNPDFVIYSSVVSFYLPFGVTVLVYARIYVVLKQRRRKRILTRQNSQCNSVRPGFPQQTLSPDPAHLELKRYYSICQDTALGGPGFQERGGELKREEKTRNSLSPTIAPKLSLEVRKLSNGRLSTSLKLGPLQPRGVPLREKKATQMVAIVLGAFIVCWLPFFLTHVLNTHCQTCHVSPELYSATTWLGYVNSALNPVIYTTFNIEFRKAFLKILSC
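Cells expressing the human receptor were seeded at 1500 cells/well, incubated overnight at 37 degrees C in 5% CO2, then exposed to library compounds with dopamine controls for 90 minutes at 37 degrees C before luminescent detection.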
D3 ag – activates the human D3 dopamine receptor | P35462 | D3R DiscoveRx beta-arrestin cells, luminescence, 90 min | max activation, % | 410,000 compounds, 0.58% hits | AID 652048; in the data active = max activation above about 30%; also: 0% is about no effect; mostly tested at two doses, the higher about 12 µM
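Cells at 1500/well, incubated overnight, then treated with pinned compounds (dopamine as control) for 90 min at 37 degrees C. DiscoveRx reagent added for 30 - 60 minutes at room temperature; luminescence read.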
GLP-1R agonist – agonists of human GLP-1 receptor; HEK293 GLP-1R CRE-luciferase, luminescence, 4-6 h; cells express a hypersensitive GLP-1R form; P43220; Potency, µM (doses to about 45.6 µM), for inactives: at the top dose activation, usual class: activators; 380,000 compounds, 0.007% hits; also: potency is read from the fitted curve at half-maximal effect; % of control where 0% means no effect
PTHR1 ag – agonists of human PTHR1 parathyroid hormone receptor. AID 743266. Potency, µM (doses to about 115 µM), without a hit: at the highest dose activation, most hits filed as activators. Q03431. 410,000 compounds, 0.075% hits. HEK293 GP2 PTHR1 cells, GloSensor cAMP luminescence, 1 h; also: potency is read from the fitted curve at half-maximal effect; nearly all actives have a fitted effect of over 55% in size; some results filed as inactive show a strong effect at the top dose; inactives centre near -15; many of its hits are not listed in these tables
Target sequence (Q03431 whole entry, looked up): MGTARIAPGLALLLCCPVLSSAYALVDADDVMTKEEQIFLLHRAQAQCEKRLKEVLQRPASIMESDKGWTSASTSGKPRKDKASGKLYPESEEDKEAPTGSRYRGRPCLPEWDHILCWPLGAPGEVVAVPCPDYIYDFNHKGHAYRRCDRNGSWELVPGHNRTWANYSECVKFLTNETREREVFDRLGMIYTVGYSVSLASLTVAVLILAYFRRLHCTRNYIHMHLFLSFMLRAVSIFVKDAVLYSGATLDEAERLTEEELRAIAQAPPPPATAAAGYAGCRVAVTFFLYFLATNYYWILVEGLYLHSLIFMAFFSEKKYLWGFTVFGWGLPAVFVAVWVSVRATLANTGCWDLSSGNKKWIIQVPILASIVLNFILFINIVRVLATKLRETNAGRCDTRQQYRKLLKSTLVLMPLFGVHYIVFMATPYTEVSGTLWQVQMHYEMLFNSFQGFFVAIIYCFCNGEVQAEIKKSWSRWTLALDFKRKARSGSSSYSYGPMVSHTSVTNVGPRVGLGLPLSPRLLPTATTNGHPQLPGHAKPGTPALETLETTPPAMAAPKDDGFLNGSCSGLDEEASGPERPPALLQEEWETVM
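HEK-293-derived GP2 cells expressing PTHR1 and a GloSensor cAMP reporter, 3,000/well, plated overnight, given luciferin plus IBMX (each 0.5 mM as added) for 1 h at 37 °C, then compound for 1 h at 37 °C. Luminescence was read after 15 min at room temperature.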
KB-V1 cytotox – kills drug-selected multidrug resistant KB-V1 cells | KB-V1 MDR cells viability, CellTiter-Glo, 72 h | 400,000 compounds, 3.4% hits | AID 1347076 | Potency, µM (doses to about 46.1 µM), inactives show at the top dose activity change, negative = cytotoxicity, usual class: cytotoxic; also: potency is read from the fitted curve at half-maximal effect; % is scaled to controls: 0 for no effect and ±100 for the full control effect; nearly all actives have a fitted effect of over 60% in size
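KB-V1, DMEM (no phenol red) + 10% FBS; cpd pin-transferred, titration series; 72 h, 37 degrees C; CellTiter-Glo, luminescence. Data normalized, curve-fit.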
An asterisk follows results filed as active; i = inactive; u = inconclusive; x = no result given; [ ] = remark or other dose. Unless noted, calls follow the shape of the dose curve; as a rule, active = well fitted curve in the direction sought with a large enough effect; inconclusive = small, poorly fitted or top-dose-only effect, or another doubt; inactive = no such curve, though single readings can be large; an effect the other way counts as inactive or inconclusive. Only part of the results is shown; count on the stated rates, not on these rows.

entry	canonical_smiles	aSyn yeast inh	TDP-43 yeast inh	GLP-1R inv ag	GLP1R cytotox	D3 antag	D3 ag	GLP-1R agonist	PTHR1 ag	KB-V1 cytotox
1	CC1=CC(=O)C=C(C)C1=NOC(=O)/C=C\c1ccccc1	-2%	-30%	19%	44%[activator]	u	0	4%	i	-13%
2	O=C(CSc1nc(O)c(C(c2ccccc2)c2ccccc2)c(=O)[nH]1)N1CCOCC1	-5%	x	30%	-5%	-62*	-18	4%	8%	4%
3	CC(C)C(=O)OCc1cc(=O)n2nc(C3CC3)sc2n1	x	-23%	0%	7%	x	-11	x	4%	-4%
4	Cc1cc(NC(=O)C2CCCN(S(=O)(=O)c3c(C)noc3C)C2)no1 (stereo not drawn)	-13%	20%	6%	1%	-12	2	12%	-2%	0%
5	O=C(NCCC1=CCCCC1)c1ccc2c(=O)n3c(nc2c1)CCCCC3	0%	29%	u	3%	-14	-2	12%	i	u
6	COc1ccc(NC(=O)CCc2nnc3n(Cc4ccccc4Cl)c(=O)c4ccccc4n23)cc1	x	22%	-2%	-13%	x	7	x	-17%	x
7	CC(C)CNC(=O)CC(=O)N/N=C/c1ccc(F)cc1	-7%	0%	-7%	-9%	-11	-23	5%	-19%	0%
8	COc1cc(NC(=O)c2cccc(Br)c2)nc(OC)n1	-10%	20%	-20%	6%	-3	-5	20%	i	-29%
9	Cc1ccc([C@@H]2C[C@H]3[C@@H](CN2S(=O)(=O)c2ccc(Cl)cc2)C(=O)C[C@@H](c2ccc(C)cc2)N3S(=O)(=O)c2ccc(Cl)cc2)cc1	3%	3%	u	3%	4	4	1%	-42%[inhibitor]	5%
10	COC[C@@H]1CCCN1[C@H]1CS(=O)(=O)N[C@@H]1COCc1ccccc1	0%	19%	-5%	-1%	0	-11	5%	-15%	-13%
11	O=C(O)CN1C(=O)/C(=C\c2cc(Br)ccc2OCc2ccc(F)cc2)SC1=S	-49%[inhibitor]	-11%	u	u	12	2	-3%	-47%[inhibitor]	7%
12	COc1ccccc1CN1CCCC(CN(CCN(C)C)C(=O)c2ccc(C)cc2)C1 (stereo not drawn)	-4%	-3%	u	-2%	-7	-8	1%	-19%	1%
13	CCOC(=O)C1CCCN(C(=O)CSc2nc(C)cc(C)n2)C1 (stereo not drawn)	-3%	-14%	22%	14%	-6	-6	3%	i	1%
14	Cc1c(Cc2ccccc2)c(=O)oc2cc(OC(=O)c3ccccc3)ccc12	-1%	-17%	6%	72%[activator]	24	-4	-6%	-6%[57.5 µM]	10%
15	Nc1nc(Nc2ccc(Cl)cc2Cl)nc(C(F)(F)F)n1	3%	u	9%	-11%	12	5	13%	-28%	u
16	O=S(=O)(NCc1nc2cccnc2n1Cc1ccccc1Cl)c1ccc2c(c1)CCCC2	x	9%	u	3%	x	-1	x	-71%[inhibitor]	x
17	Cc1ccc(CC(=O)Nc2ccccc2N2CCOCC2)cc1C	1%	6%	u	-11%	3	7	-8%	-6%[57.5 µM]	-26%
18	Cc1ccc(C(=O)OCC2OC3OC(C)(C)OC3C2O)cc1 (stereo not drawn)	-5%	5%	17%	10%	-11	-7	3%	i	18%
19	CCN1CCN(C(=O)c2ccc3c(c2)N(Cc2ccc(F)cc2)C(=O)c2ccccc2S3(=O)=O)CC1	x	11%	11%	4%	x	-23	x	7%	x
20	Cc1ccc(S(=O)(=O)N2CCOC2CNC(=O)C(=O)NCc2ccc(Cl)cc2)cc1 (stereo not drawn)	-1%	16%	u	-4%	7	0	-8%	-18%	u
21	COc1ccc(NS(=O)(=O)c2cc(C(=O)N(C)CCc3ccccn3)ccc2Cl)cc1	-6%	-23%	14%	-10%	-15	1	-1%	-23%	2%
22	O=C(Nc1ccc2c(c1)OCO2)c1cccc(Cl)c1	0%	-3%	-19%	-4%	-12	1	-4%	-25%[57.5 µM]	0%
23	Cc1ccc(CN2CC(=O)N3[C@H]4c5cc(Cl)ccc5OC[C@@H]4[C@H](c4ccccc4)[C@]3(C)C2=O)cc1	-7%	15%	u	-45%	28	3	-1%	-24%	-17%
24	CC(C)(C)C(=O)Nc1nnc(SCC(=O)Nc2nccs2)s1	2%	-4%	-11%	2%	9	21	-9%	-32%[inhibitor]	0%
25	CCc1ccccc1NC(=O)C(=O)NCC(c1cccnc1)N1CCc2ccccc21 (stereo not drawn)	x	0%	u	-3%	x	5	x	-17%	-22%

The last three entries of the section above come first, to join the parts.
entry	canonical_smiles	aSyn yeast inh	TDP-43 yeast inh	GLP-1R inv ag	GLP1R cytotox	D3 antag	D3 ag	GLP-1R agonist	PTHR1 ag	KB-V1 cytotox
23	Cc1ccc(CN2CC(=O)N3[C@H]4c5cc(Cl)ccc5OC[C@@H]4[C@H](c4ccccc4)[C@]3(C)C2=O)cc1	-7%	15%	u	-45%	28	3	-1%	-24%	-17%
24	CC(C)(C)C(=O)Nc1nnc(SCC(=O)Nc2nccs2)s1	2%	-4%	-11%	2%	9	21	-9%	-32%[inhibitor]	0%
25	CCc1ccccc1NC(=O)C(=O)NCC(c1cccnc1)N1CCc2ccccc21 (stereo not drawn)	x	0%	u	-3%	x	5	x	-17%	-22%
26	Cc1oc2ccc(O)c(CN(C)Cc3ccccc3)c2c1C(=O)Nc1cccc(Cl)c1C	x	2%	u	-19%	x	3	x	i	x
27	CCN1C=C(Cc2ccccc2C)C2=C(C1)C(c1ccccc1C)C(C#N)=C(N)O2 (stereo not drawn)	4%	25%	u	1%	4	-5	-9%	-2%	21µM*
28	CC(=O)N1CCN(c2ccc(NC(=O)c3ccc(N4CCCC4)c([N+](=O)[O-])c3)cc2Cl)CC1	-4%	-17%	0%	-28%	6	11	10%	-16%[57.5 µM]	u
29	COCC(=O)n1nc(-c2ccccc2)nc1NCc1ccc(N(C)C)cc1	-6%	5%	-2%	19%	-3	0	-2%	i	21%
30	Cc1cc(CNCCN(C)C)c(C)n1-c1cc(S(=O)(=O)N2CCOCC2)ccc1N1CCCC1	1%	-2%	-30%	-29%	10	-4	-3%	i	16%
31	CCOC(=O)c1cnc(-n2nc(C)cc2C)nc1N(CC)CC	-1%	-2%	0%	2.8µM*	-59*	-11	21%	u	1.6µM*
32	Cc1cccc(C(=O)N[C@@H](C)C(=O)N2CCN(c3ncccn3)CC2)c1	2%	11%	1%	1%	12	0	4%	i	1%
33	C=CCc1ccc(OCCCCN2CCC(C)CC2)c(OC)c1	-1%	-28%	u	-19%	-59*	-19	0%	5%	2%
34	COc1cc(NC(=O)COCc2cc(-c3ccc(F)cc3)on2)cc(OC)c1OC	x	u	-10%	0%	x	6	x	-40%[inhibitor]	0%
35	O=C(c1cc2cc([N+](=O)[O-])ccc2s1)N1CCCCC1	10%	26%	4%	-5%	-7	0	9%	i	2%
36	Cc1ccc(S(=O)(=O)N2CCN(CCOc3c(Cl)cccc3Cl)CC2)cc1C	-3%	0%	u	24%	-8	0	-1%	-26%	0%
37	CCOc1cc(/C=C/C(=O)OCC(=O)NC2CCS(=O)(=O)C2)ccc1OCc1ccccc1 (stereo not drawn)	-8%	0%	u	25%	6	3	6%	-24%	-16%
38	CCc1ccc(NC(=O)N2CCN(C(=O)c3nsc4ccccc34)CC2)cc1	x	u	-23%	0%	x	3	x	-19%	-24%
39	Cc1ccsc1C1C2=C(CCCC2=O)Nc2ncnn21 (stereo not drawn)	-6%	-3%	0%	-1%	-6	-6	-13%	i	18%
40	COCCCn1c(=S)[nH]c2c(sc3ccccc32)c1=O	-8%	22%[9.22 µM]	8%	-5%	2	-1	0%	-7%	u
41	Cc1onc(-c2c(Cl)cccc2Cl)c1COC(=O)c1ccc([N+](=O)[O-])cc1	9%	7%	-12%	9%	1	-4	8%	i	3%
42	COc1ccc(S(=O)(=O)N(Cc2ccccc2)Cc2nc3ccccc3c(=O)[nH]2)cc1	2%	7%	u	u	2	-2	-6%	-9%	u
43	COc1cccc(N2CCN(C(=O)C3CCCN(S(=O)(=O)c4cnc[nH]4)C3)CC2)c1 (stereo not drawn)	6%	18%	13%	-10%	3	4	-1%	-9%	0%

Another view of part of the listing above.
[38] CCc1ccc(NC(=O)N2CCN(C(=O)c3nsc4ccccc34)CC2)cc1
  aSyn yeast inh = x; TDP-43 yeast inh = u; GLP-1R inv ag = -23%; GLP1R cytotox = 0%; D3 antag = x; D3 ag = 3; GLP-1R agonist = x; PTHR1 ag = -19%; KB-V1 cytotox = -24%
[35] O=C(c1cc2cc([N+](=O)[O-])ccc2s1)N1CCCCC1
  aSyn yeast inh = 10%; TDP-43 yeast inh = 26%; GLP-1R inv ag = 4%; GLP1R cytotox = -5%; D3 antag = -7; D3 ag = 0; GLP-1R agonist = 9%; PTHR1 ag = i; KB-V1 cytotox = 2%
[43] COc1cccc(N2CCN(C(=O)C3CCCN(S(=O)(=O)c4cnc[nH]4)C3)CC2)c1 (stereo not drawn)
  aSyn yeast inh = 6%; TDP-43 yeast inh = 18%; GLP-1R inv ag = 13%; GLP1R cytotox = -10%; D3 antag = 3; D3 ag = 4; GLP-1R agonist = -1%; PTHR1 ag = -9%; KB-V1 cytotox = 0%

Two compounds from above with just GLP-1R agonist and GLP1R cytotox:
No.	Structure	GLP-1R agonist	GLP1R cytotox
42	COc1ccc(S(=O)(=O)N(Cc2ccccc2)Cc2nc3ccccc3c(=O)[nH]2)cc1	-6%	u
43	COc1cccc(N2CCN(C(=O)C3CCCN(S(=O)(=O)c4cnc[nH]4)C3)CC2)c1 (stereo not drawn)	-1%	-10%
